Yeast superoxide – reduction of superoxide in aged yeast, primary screen, HTS; superoxide response (% of plate mean), % at 10 µM; S. cerevisiae aged cells, superoxide DHE fluorescence; hits give low values; 330,000 compounds, 0.18% hits;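 active = superoxide response under a set limit, about three screen SD below normal, cut at about 65% in these data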;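 also: yeast aged for seven days with compound at 30 °C before DHE staining; 100% = average MFI of all compound-treated wells on the plate with controls excluded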
MCL1-BIM inh – inhibitors of MCL1 binding to BIM-BH3, primary screen, biochemical, fluorescence polarization | Induced myeloid leukemia cell differentiation protein Mcl-1 (Homo sapiens), Q07820 | GST-MCL1 / FITC-Bim-BH3 fluorescence polarization | inhibition, % at 10.9 µM | 320,000 compounds, 0.68% hits | AID 2057, 2009;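 active = inhibition above the mean inhibition of all tested compounds plus 3 SD, set per campaign, cut at about 40% in these data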;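 also: 0% = DMSO wells and 100% = unlabeled Bim-BH3 peptide control; higher means more loss of mP so more displacement of Bim peptide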
GLD-1 RNA inh – GLD-1/TGE RNA complex disruptors, primary screen, biochemical, fluorescence polarization. Female germline-specific tumor suppressor gld-1 (Caenorhabditis elegans), Q17339. purified GLD-1 + fluorescein TGE RNA. inhibition, % at 5.96 µM. 320,000 compounds, 0.44% hits. AID 2280, 2010;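 active = percent inhibition above a per-plate cutoff, the plate mean of test compounds plus 3 SD, cut at about 30% in these data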;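 also: 0% = DMSO wells with GLD-1 and probe and 100% = wells lacking GLD-1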
Target sequence (Q17339 whole entry, looked up): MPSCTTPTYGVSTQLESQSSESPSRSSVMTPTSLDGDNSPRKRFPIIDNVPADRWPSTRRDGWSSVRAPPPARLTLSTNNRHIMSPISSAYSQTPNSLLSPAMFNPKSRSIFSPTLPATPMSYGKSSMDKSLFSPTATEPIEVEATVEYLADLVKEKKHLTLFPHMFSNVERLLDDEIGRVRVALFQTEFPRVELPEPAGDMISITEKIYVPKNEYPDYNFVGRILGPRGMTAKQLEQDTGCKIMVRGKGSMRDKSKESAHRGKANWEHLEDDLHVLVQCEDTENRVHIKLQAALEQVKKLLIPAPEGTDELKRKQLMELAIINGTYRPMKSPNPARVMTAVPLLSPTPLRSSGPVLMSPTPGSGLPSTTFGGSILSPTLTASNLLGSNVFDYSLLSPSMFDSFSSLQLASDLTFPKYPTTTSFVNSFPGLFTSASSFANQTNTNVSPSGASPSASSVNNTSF
MEX-5 binding – MEX-5 zinc finger RNA-binding disruptors – biochemical, C. elegans, fluorescence polarization, MLPCN library, primary screen. Zinc finger protein mex-5 (Caenorhabditis elegans), Q9XUB2. MEX-5/FITC-TCR2 RNA binding; hits give low values. activity score (negative = inhibition of binding), % at 10 µM. AID 1832, 2009. 300,000 compounds, 0.38% hits;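 active = inhibition past about -25% in most replicates, and total fluorescence under double the plate's negative control median, limit read from the data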;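 also: 0% = DMSO and -100% = 5 µM competing unlabeled TCR2 RNA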
Target sequence (Q9XUB2 whole entry, looked up): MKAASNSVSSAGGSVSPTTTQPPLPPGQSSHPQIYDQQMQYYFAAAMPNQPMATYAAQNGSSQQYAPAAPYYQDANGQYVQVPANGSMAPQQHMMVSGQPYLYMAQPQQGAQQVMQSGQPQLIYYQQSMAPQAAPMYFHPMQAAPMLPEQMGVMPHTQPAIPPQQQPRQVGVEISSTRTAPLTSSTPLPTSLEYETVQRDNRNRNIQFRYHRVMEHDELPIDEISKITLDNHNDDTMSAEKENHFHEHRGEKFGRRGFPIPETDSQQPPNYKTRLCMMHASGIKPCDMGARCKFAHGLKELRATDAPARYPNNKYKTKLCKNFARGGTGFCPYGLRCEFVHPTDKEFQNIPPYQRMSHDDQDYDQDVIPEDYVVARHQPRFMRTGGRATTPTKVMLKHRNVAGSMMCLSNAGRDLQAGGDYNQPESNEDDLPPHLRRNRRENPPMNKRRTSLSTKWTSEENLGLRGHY
EBNA-1 inhibitor – EBNA-1 DNA-binding inhibitors, primary screen, biochemical, fluorescence polarization; AID 1950, 2009; 300,000 compounds, 0.34% hits; inhibition, % at 14.8 µM; in the data active = inhibition above about 28%
Bcl-xL primary – inhibitors of human Bcl-xL, primary screen, biochemical, fluorescence polarization, HTS; 320,000 compounds, 0.7% hits; GST-Bcl-xL / FITC-Bim BH3 peptide fluorescence polarization; AID 2129, 2009; inhibition, % at 10.9 µM;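 active = inhibition above the mean of all tested compounds plus 3 SD, cutoff set per campaign, cut at about 30% in these data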;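 also: 0% = DMSO wells and 100% = unlabeled Bim-BH3 peptide competitor; inhibitors lower millipolarization by displacing the labeled peptide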
ZTA counter – blocks Epstein-Barr virus ZTA, an EBNA-1 counter-screen | ZTA-DNA binding, fluorescence polarization | P03206 | 320,000 compounds, 0.15% hits | inhibition, % at 11 µM; in the data active = inhibition above about 33%
Efflux pump inh – inhibitors of Candida efflux pumps in yeast, primary screen, S. cerevisiae, Nile Red, multiplex; AID 485275, 2010; inhibition, % at 10 µM; S. cerevisiae Candida pump triplex; 330,000 compounds, 0.44% hits;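 active = plate passing quality check with inhibition over a set limit, or well fluorescence over plate mean plus 4 SD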;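 also: Nile Red retained in pooled yeast measured as flow cytometry median fluorescence; 0% = buffer negative control and 100% = Enniatin B positive control; higher means more Nile Red kept so more efflux inhibition; some compounds called inactive have numbers as strong as hits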
Fam108B counter – mouse Fam108B serine hydrolase inhibitors, primary screen, counter-screen for RBBP9 inhibitor project, biochemical, fluorescence polarization. recombinant Fam108B, FP-Rh probe fluorescence polarization. 300,000 compounds, 0.33% hits. inhibition, % at 9.51 µM;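 active = inhibition above the screen mean inhibition plus 3 SD, computed separately per campaign, cut at about 18% in these data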;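 also: inhibitors lower polarization as less probe binds the enzyme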
Numbers without * were called inactive; · = no result given; + = active, no number. Random draw from the library. Share with any hit: about 2.3%.

SMILES	Yeast superoxide	MCL1-BIM inh	GLD-1 RNA inh	MEX-5 binding	EBNA-1 inhibitor	Bcl-xL primary	ZTA counter	Efflux pump inh	Fam108B counter
COc1ccc(Cl)cc1S(=O)(=O)NCc1nc2nc(C)cc(C)n2n1	90	3	-2	-2.4	-5	0	10	0.2	-1
O=C1OCCC/C1=C\c1ccc2c(c1)OCO2	94	10	-5	-0.9	-12	4	-13	0.0	-4
COc1cc(OC)cc(C(=O)NN2CCOCC2)c1	101	4	-3	-0.7	9	1	-9	-0.1	9
COc1ccc(-c2nc3ccccc3s2)cc1O	111	6	-1	0.0	3	10	7	0.1	9
CN(C)/C=C/C(=O)c1ccc2noc(-c3ccccc3)c2c1	105	-3	-8	-6.0	-18	-1	6	0.1	-1
CN(C)CCNCc1ccc(OC2CCCC2)cc1	109	3	2	4.0	-6	0	9	0.3	1
O=C(Nc1ccc(-c2nc3ccccc3o2)cc1)c1ccc2c(c1)OCO2	109	2	0	-1.4	18	1	-11	0.2	-18
CCC(=O)Nc1ccc(-c2nnc(SCc3ccc(C(=O)Nc4nccs4)cc3)n2CC)cc1	86	-8	3	-0.9	0	-9	12	-0.1	-1
O=CN1CC(=O)N(c2ccccc2)c2c([nH]c3ccccc23)C1	110	12	11	1.3	-9	17	-12	0.0	2
COC(=O)c1sccc1NC(=O)COc1ccc(C)cc1	100	0	-3	0.2	11	3	0	-0.2	1
COc1ccccc1CNC(=O)CCc1ccccc1	97	8	1	1.7	3	5	4	0.0	2
CCOC(=O)C1=C(C)N(C2CCCCC2)C(=O)C1	106	2	5	1.0	-4	5	0	-0.1	1
Cc1ccc(C(=O)N2CC(C(=O)O)C2)cc1	83	0	1	0.4	1	6	4	-0.2	1
Cc1cccc(C)c1NC(=O)CNC(=O)c1ccc(NS(=O)(=O)c2ccc3[nH]c(=O)[nH]c3c2)cc1	96	-3	0	-1.5	5	2	-5	-0.2	2
Oc1ccc2ccccc2c1C=NC12CN3CCN(CN(C3)C1)C2	119	22	2	-2.4	-11	19	-6	0.0	7
CC(=O)C1=C(O)C(=O)OC1c1ccc(C)cc1 (configuration not stated)	107	2	-4	-1.9	1	-4	4	-0.1	2
CC(=O)Nc1ccc(S(=O)(=O)N2CCN(C(=O)c3ccco3)CC2)cc1	83	-10	-4	-1.8	2	-5	0	-0.1	4
COc1ccc(Nc2cc(C(=O)N3CCc4ccccc4C3)c3ccccc3n2)c(OC)c1	90	6	7	2.4	-1	5	7	0.2	7
CN(C)S(=O)(=O)c1cc(NC(=O)CN2CCNC(=O)C2)ccc1Cl	90	2	3	2.9	3	4	-2	-0.4	4
COc1ccc(NC(=O)CCCNC(=O)Cn2cnc3sc(C)c(C)c3c2=O)c(OC)c1	108	9	6	2.0	9	3	8	0.0	0
COCCn1c(N2CCN(c3ccccc3)CC2)nc2c1c(=O)n(C)c(=O)n2C	84	9	-2	-1.0	2	6	2	0.1	3
O=C(CSC1=NCCS1)NCc1ccco1	108	2	9	-2.1	-12	1	4	0.3	-5
COc1cc(/C=C2/C(=N)N3C=CSC3=NC2=O)ccc1OCCCOc1cc(C)ccc1C	97	-4	6	-6.5	8	-1	1	0.2	-5
CC(C)CC1Nc2ccc(C(=O)NCCCN3CCOCC3)cc2NC1=O (configuration not stated)	117	6	-2	-0.8	-6	7	11	0.2	0
Clc1cccc(OCCCCN2CCCCC2)c1	101	10	8	-0.7	-4	1	-21	0.0	2
COc1ccc(Br)cc1S(=O)(=O)n1ccnc1	93	1	-4	-2.0	-9	-1	7	0.4	2
O=C(Nc1cccc2ccccc12)c1ccccc1Cl	121	0	51*	-0.2	4	0	4	0.2	0
COc1cccc(NC(=O)[C@H](Cc2c[nH]c3ccccc23)NC(=O)[C@@H]2Cc3ccccc3CN2)c1	113	1	4	1.2	6	3	0	0.0	-3
CCOC(=O)Cn1cnc2scc(-c3ccc(C)cc3)c2c1=O	96	5	0	-3.1	-12	2	-9	0.0	4
COc1cc(OC)cc(C(=O)NC(=S)Nc2ccc(NC(=O)c3ccco3)cc2)c1	99	10	0	3.4	0	6	21	0.0	-3
COc1ccc(C(CNC(=O)CN2C(=O)NC3(CC(C)CC(C)(C)C3)C2=O)N2CCOCC2)cc1 (configuration not stated)	93	2	2	1.4	-3	2	-8	0.1	-3
CCS(=O)(=O)c1ccc(O)c(NC(=O)/C=C/c2ccccc2)c1	111	2	3	-1.4	2	-1	-8	0.1	5
Cc1ccc2c(c1)N(CC(=O)Nc1ccc3c(c1)OCCO3)C(=O)CO2	90	4	9	0.2	2	5	-5	-0.2	2
COc1ccc(NC(=O)CCS(=O)(=O)c2ccc3c(c2)oc(=O)n3C)cc1OC	113	-1	8	1.8	8	2	5	0.1	-3
CCN(CC)c1nc(NN)nc(Nc2ccc(C)c(Cl)c2)n1	112	4	4	0.5	7	3	-2	0.0	-3
O=C(COC(=O)c1cc(S(=O)(=O)N2CCOCC2)ccc1Cl)NCc1ccco1	84	2	6	1.2	-4	3	1	0.0	-1
COc1ccc2c(c1)-c1nc(NC(=O)c3cccs3)sc1CC2	92	6	4	-0.4	-7	6	4	-0.1	-44
CCCOP(=O)(OCCC)c1c([N+](=O)[O-])cc(C(F)(F)F)cc1[N+](=O)[O-]	94	-4	4	-0.5	9	1	5	-0.2	2
CC(C)Oc1ccc(C(=O)NCc2cccs2)cc1	104	5	6	1.4	2	7	-5	0.0	3
COc1ccc(Nc2ncc(C(=O)N3CCN(c4ccc(F)cc4)CC3)c3ccccc23)cc1	84	-5	3	·	-21	1	4	0.5	6
Cc1ccc(NC(=O)/C(Cl)=C\c2ccccc2)cc1	88	-3	3	1.0	8	2	-6	-0.1	-3
COCCN(Cc1nc2ccccc2c(=O)[nH]1)C(=O)c1cccc(S(=O)(=O)N2CCCC2)c1	100	9	-3	·	·	6	2	-0.2	·
Cc1ccc(-n2nc(C(=O)O)c(C)c(C#N)c2=O)cc1Cl	103	-3	-2	-1.7	-15	1	4	0.1	1
O=C(Nc1ccc([N+](=O)[O-])cn1)c1cc(-c2cccc(Cl)c2)nc2ccccc12	92	13	-2	0.9	2	7	3	0.0	-7
O=C(c1cc2n(n1)C(C(F)(F)F)CC(c1ccc(Cl)cc1)N2)N1CCCC1 (configuration not stated)	87	-5	5	-1.2	16	6	22	-0.1	-1
O=C(NCCC1=CCCCC1)C1CCN(S(=O)(=O)c2cccc3nsnc23)CC1	94	5	5	0.7	-5	3	2	-0.1	-2
CCOc1ccc(NC(=O)N2CCc3ccccc3C2)cc1	93	1	7	1.7	4	6	7	0.1	2
Cc1cc(OC(=O)c2ccccc2C(F)(F)F)c([N+](=O)[O-])c(=O)[nH]1	88	-1	4	-3.6	6	2	15	-0.1	1
CCOC(=O)N1CCN(C(=O)c2ccccc2NC(=O)c2ccc(Br)cc2)CC1	119	4	5	-0.7	-6	2	-8	0.0	0
N#CCCn1cc(C(N)=O)c(-c2ccc3ccccc3c2)n1	91	-1	0	-1.3	10	2	-6	0.0	-7
CN(C)c1ccc(NC(=O)Oc2ccccc2)cc1	109	26	-9	0.6	52*	25	+	0.3	1
O=C(COc1ccc2c(-c3ccccc3)cc(=O)oc2c1)Nc1ccc(CN2CCOCC2)cc1	83	-17	5	1.1	-9	-9	-6	0.1	-9
COc1cc(-c2nc3ccccn3c2/N=C/c2ccc(F)cc2)ccc1O	98	12	-2	-2.0	-21	4	12	0.1	9
Cc1ccc(-c2cc(C(F)(F)F)nc(SCC(=O)c3cccc([N+](=O)[O-])c3)n2)cc1	107	4	6	1.7	7	4	8	0.0	-5
O=C(Nc1cccc([N+](=O)[O-])c1)c1cc(S(=O)(=O)Nc2ccccn2)ccc1Cl	95	10	-4	1.8	13	8	9	-0.1	2
CCCc1ccc2oc(C(=O)NCCc3cnn(C)c3)c(C)c2c1	93	3	7	-2.6	-1	4	2	0.1	-1
CCOc1cc(C(=O)NC(C)Cc2cccs2)cc(OCC)c1OCC (configuration not stated)	109	-8	0	1.3	5	2	-9	0.2	-1
C#CCOn1c(-n2nc(C)cc2C)nc2ccccc2c1=O	77	1	3	-0.6	-5	4	-15	1.9	-4
O=C(NCCc1ccc(F)cc1)c1ccncc1	76	0	6	0.0	-2	-4	4	0.1	-6
C=C(C)C1CC=C(C)/C(=N/NC(=O)COc2ccccc2C)C1 (configuration not stated)	94	13	0	-0.9	4	3	0	0.1	3

Some of these compounds in order of their number in MCL1-BIM inh, highest first:
canonical_smiles	MCL1-BIM inh
O=C(Nc1ccc([N+](=O)[O-])cn1)c1cc(-c2cccc(Cl)c2)nc2ccccc12	13
O=C(Nc1cccc([N+](=O)[O-])c1)c1cc(S(=O)(=O)Nc2ccccn2)ccc1Cl	10
CCOc1cc(C(=O)NC(C)Cc2cccs2)cc(OCC)c1OCC (configuration not stated)	-8

(listing goes on)
SMILES	Yeast superoxide	MCL1-BIM inh	GLD-1 RNA inh	MEX-5 binding	EBNA-1 inhibitor	Bcl-xL primary	ZTA counter	Efflux pump inh	Fam108B counter
Cc1cc(S(=O)(=O)NCC(C)C)ccc1OCC(=O)NCc1ccccn1	105	-3	-5	0.5	-1	-1	-5	0.3	-1
Cc1ccccc1Nc1ncnc2c1cnn2C	102	3	1	-0.1	6	2	13	0.0	0
Cc1ccc(S(=O)(=O)NCCC(c2ccccc2)c2ccccc2)cc1C(=O)O	106	5	2	-0.4	-13	3	0	0.2	1
COc1ccccc1-c1cc(C(=O)N2CCOCC2)no1	94	-1	-3	-0.7	24	5	14	-0.1	0
O=C(COc1ccccc1)N1CCN(C(=O)c2ccco2)CC1	116	6	-1	-2.9	1	6	-5	-0.1	4
COc1cc(C)cc(CN2CCC(Cc3ccccc3)CC2)c1O	96	-3	5	0.3	11	2	-1	0.1	3
Cc1cc(C2C(=O)c3ccccc3C2=O)c(C)c(C)c1C	97	6	2	-0.1	9	1	7	0.1	-2
C=CCNC(=S)NC(=O)c1csc([N+](=O)[O-])c1	83	7	-10	0.5	-9	13	-15	-0.1	-1
Cc1c(C)c2ccc(OCC(=O)NCCc3c[nH]c4ccccc34)c(C)c2oc1=O	109	0	1	-0.7	5	1	-1	-0.1	-1
CSc1ccccc1N=Cc1nc(-c2ccccc2)oc1O	110	0	7	-9.3	-5	3	-27	-0.1	-3
O=C(NCc1ccccn1)c1cc(Br)ccc1Cl	104	3	-5	-0.2	-4	2	-7	0.0	0
COc1ccc(C2CC(c3ccccc3)=NN2C(=O)COC(=O)c2cccc(S(=O)(=O)N3CCOCC3)c2)cc1 (configuration not stated)	95	-6	-3	3.2	11	-9	0	0.8	-1
COc1cc(-c2cc(=O)c3c(O)cc(O)cc3o2)ccc1O	104	4	-2	0.5	-8	6	-3	0.2	3
COc1ccc(NC(=O)CN2CCN(CC(=O)Nc3ccccc3Cl)CC2)cc1Cl	101	4	4	0.9	-5	8	8	0.1	2
CC(CCc1ccccc1)NC(=O)c1cnc(Cl)c(Cl)c1 (configuration not stated)	109	-12	1	-0.3	-10	0	-14	-0.1	3
c1ccc(-c2cnc(CSc3ncnc4sccc34)o2)cc1	84	7	2	3.2	2	5	-4	0.1	2
COc1ccccc1/C=C/C(=O)OCCN1C(=O)c2ccccc2C1=O	101	0	-1	1.8	5	2	11	-0.1	-3
Cc1noc(C)c1S(=O)(=O)NC1CCCc2ccccc21 (configuration not stated)	109	-8	-6	3.1	-2	0	-1	0.0	1
